# Lipid storage S3 = qHTS Assay for Lipid Storage Modulators in Drosophila S3 Cells | Drosophila S3 cells, BODIPY lipid droplet fluorescence, 18-24 h; cells fed with added oleic acid | Potency in µM for hits, for the others lipid storage change, negative = inhibition, % at the top dose, mostly 46.1 µM | 320,000 tested, 0.64% active; active = well fitted inhibition curve with a large enough effect in the signal ratio, with a control signal flat, not every such curve was filed as active; inconclusive = small, poorly fitted or top-dose-only effect, or effect the other way, or a change in a side signal; the % refers to the signal ratio
#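 Laser-scanning cytometry quantifies lipid droplet accumulation (500–530 nm total intensity; droplet/cell object ratio) in oleic acid-fed (400 uM added) Drosophila S3 cells treated with a concentration series. 20 uM Triacsin C defined 100% inhibition.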
# Lipid storage S3 cell count max = recorded beside Lipid storage S3, whose call it bears; cell number change, %; measured here: cell count max response;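 cells counted by Cell Tracker Red CMTPX staining in the red channel; peak over a dose series mostly up to 46.1 µM; percent activity relative to internal control wells on each plate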
# * = called active by the depositor; i = inactive; u = inconclusive; x = no result given. % is set by controls: 0 for no effect and ±100 for the full control effect; potency is the fitted concentration of half-maximal effect. Some of the compounds tested; rates above refer to the full screens.
# Sequence of screens: Lipid storage S3, Lipid storage S3 cell count max
> Cc1ccc(C)c(NC(=O)COC(=O)CCCN=C2NS(=O)(=O)c3ccccc32)c1
    u, x
> COc1cccc(/C=C2/Oc3ccccc3N(CC(=O)NCC3CCCO3)C2=O)c1 (centres undefined)
    u, x
> NC(=O)c1nc(C(=O)N2CCCCC2)c2ccccc2n1
    i, -5
> Cc1ccc(-c2ccc(C(=O)Nc3cccc(F)c3)o2)c2ccccc12
    21%, -4
> COc1ccccc1NC(=O)Cn1c(=O)n(C)c(=O)c2sc3c(c21)COC(C)(C)C3
    i, -6
> O=C(CCN1C(=O)/C(=C/c2ccccc2Cl)SC1=S)Nc1ccccn1
    21µM*, -0.7*
> CC(OC(=O)c1ccc(S(=O)(=O)N2CCCCC2)cc1)C(=O)NC1CCCCC1C (centres undefined)
    u, x
> CCOC(=O)c1ccc(S(=O)(=O)N2CCN(C(=O)CSc3nc4ccccc4o3)CC2)cc1
    16%, 3
> O=S(=O)(Nc1ccc(N=Nc2ccc(O)c3ccccc23)cc1)c1ccccc1
    u, x
> COCCNc1oc(-c2ccc(Cl)cc2)nc1C#N
    -17%, -2
> Cc1ccccc1NC1=CC(=O)CC(C)(C)C1
    2%, -7
> CCCCCC(=O)N1CCN(c2ccc(C(C)=O)cc2F)CC1
    7%, -9
> COc1ccccc1CN1C(=O)CNC1=S
    -18%, x
> CCC1(CC)NC(=O)N(CC(=O)OCn2nnc3ccccc3c2=O)C1=O
    u, x
> FC(F)(F)c1cccc(Nc2ncnc3ccccc23)c1
    u, x
> COc1ccc(C(=O)N/C(=C\c2cn(C)c3ccccc23)C(=O)N2CCOCC2)cc1
    i, 9
> COc1cc(/C=C/C(=O)O)ccc1S(=O)(=O)N1CCCc2ccccc21
    0%, 8
> S=c1nn[nH]n1C12CC3CC(CC(C3)C1)C2
    u, x
> N#Cc1nc(-c2ccco2)oc1NCCCn1ccnc1
    i, 19
> O=C(O)c1ccc(CNC(=O)c2ccc3c(c2)OCCO3)cc1
    u, x
> CCN(CC)CCCN=Cc1c(O)n(-c2c(C)cccc2C)c(=O)c2ccccc12
    -9%, 16
> O=C(Nc1nnc(SCc2c(Cl)cccc2Cl)s1)C1CC(=O)N(c2ccc3c(c2)OCCO3)C1 (centres undefined)
    u, x
> O=C1N/C(=N/O)S/C1=C\c1ccccc1-n1cccn1
    0%, 21
> Cc1c(CCOC(=O)C23CC4CC(CC(C)(C4)C2)C3)sc[n+]1Cc1ccccc1
    u, x
> O=C(/C=C/c1ccc(-c2ccccc2[N+](=O)[O-])o1)c1ccc(Br)cc1
    u, x
> COc1ccc(O[C@H]2C=C[C@@H](c3ccccc3)O[C@@H]2COC(=O)CC/C(C)=N/O[C@@H](C)CN2CCCCc3nc(C)c(C)cc32)cc1
    u, x
> Clc1ccccc1CSc1nnc(-c2ccccn2)n1Cc1ccco1
    u, x
> CCCc1cc(N2CCCC2)n2nc(C)c(-c3ccccc3)c2n1
    24%, 18
> CCN(CC)C(=O)COC(=O)c1ccc(O)cc1
    21µM*, 4.4*
> Cc1noc(C)c1C(=O)OCC(=O)Nc1cc(Cl)ccc1Oc1ccccc1
    u, x
> CC(C)(C)OC(=O)Nc1ccc([C@H](NC(=O)OC(C)(C)C)C(=O)OC(C)(C)C)cc1
    u, x
> COc1ccc(CC(=O)OCC(=O)c2ccc(OC)cc2)cc1
    -7%, x
> NC(=S)N/N=C\c1ccc(-c2cccc(Cl)c2Cl)o1
    u, x
> CN(Cc1cn(C)nc1-c1cccc(Cl)c1)Cc1nccn1C
    u, x
> COc1cc(NS(=O)(=O)c2ccc(NC(=O)CN3C(=O)c4ccccc4C3=O)cc2)nc(OC)n1
    u, x
> Cc1ccc2c(nc3s/c(=C\c4ccc(-c5ccccc5C(=O)O)o4)c(=O)n32)c1C
    20%, -6
> COc1ccc(CC(=O)NC2CCCc3ccccc32)cc1 (centres undefined)
    u, x
> COc1ccc(-n2nc3c(N)n[nH]c3cc2=O)cc1
    u, x
> CCOC(=O)N1CCN(C(=O)CCN2C(=O)COc3ccccc32)CC1
    4%, -5
> COc1ccc(/C=C(/NC(=O)c2ccccc2)C(=O)NCc2ccco2)cc1
    u, x
> Cc1ccc(C(=O)NC(=S)NCC2CCCO2)cc1 (centres undefined)
    -5%, x
> Cc1ccc(S(=O)(=O)N2CCN(C(=O)/C=C/c3ccco3)CC2)cc1
    15%, -4
> CCOC(=O)C(Sc1nn(C)c(=S)s1)C(C)=O (centres undefined)
    i, x
> COc1cc(N/C=C(\C(C)=O)c2ccccc2)cc(OC)c1
    19%, 24
> O=C(NCC1CCCO1)C1CCN(S(=O)(=O)c2cccc3cccnc23)CC1 (centres undefined)
    -14%, x
> COC(=O)c1ccc2c(=O)n(CCCN3CCOCC3)c(=S)[nH]c2c1
    -1%, 2
> C/C(Nc1ccc(Cl)cc1)=C(/C#N)C(N)=O
    u, x
> CN(CC(=O)Nc1ccc(F)cc1)C(=O)COC(=O)c1ccc(-c2ccccc2)cc1
    u, x
> Cc1ccc(NS(=O)(=O)c2cccc(C(=O)N3CCN(C(=O)c4ccco4)CC3)c2)cc1
    3%, -9
> CC(C)(C)Nc1nc(Oc2ccc(=O)n(-c3ccccc3)n2)nc(N2CCOCC2)n1
    i, x
> NC(=O)C1CCN(CC(=O)NC2CCCc3ccccc32)CC1 (centres undefined)
    26%, x
> CCOC(=O)c1cccc(-c2ccc(C=O)o2)c1
    5%, -7
> O=C(NC(=S)Nc1ccc(S(=O)(=O)N2CCCCC2)cc1)c1ccccc1
    i, 9
> COc1ccc(COC(=O)c2cccc(S(=O)(=O)N3CCN(C(C)=O)CC3)c2)cc1
    u, x
> O=C(Nc1ccc(S(=O)(=O)Nc2ncccn2)cc1)c1ccccc1Cl
    i, -8
> COc1ccc(CN2CCC(=O)NC2=O)cc1
    u, x
> Cc1nc(N2CCC(C(N)=O)CC2)c2c(-c3cccs3)csc2n1
    1%, -11
> CC1=NN(C(=O)CSCc2ccccc2)C(O)(c2ccc(Cl)cc2)C1 (centres undefined)
    6%, -11
> Cn1c(NC(=O)c2cc(Br)ccc2Cl)cc(=O)n(C)c1=O
    u, x
> Cc1cc(C)n2nc(C(=O)Nc3nnc(C4CC4)s3)nc2n1
    u, x

# 16 neighbouring records from above:
# Sequence of screens: Lipid storage S3, Lipid storage S3 cell count max
> CC(C)(C)OC(=O)Nc1ccc([C@H](NC(=O)OC(C)(C)C)C(=O)OC(C)(C)C)cc1
    u, x
> COc1ccc(CC(=O)OCC(=O)c2ccc(OC)cc2)cc1
    -7%, x
> NC(=S)N/N=C\c1ccc(-c2cccc(Cl)c2Cl)o1
    u, x
> CN(Cc1cn(C)nc1-c1cccc(Cl)c1)Cc1nccn1C
    u, x
> COc1cc(NS(=O)(=O)c2ccc(NC(=O)CN3C(=O)c4ccccc4C3=O)cc2)nc(OC)n1
    u, x
> Cc1ccc2c(nc3s/c(=C\c4ccc(-c5ccccc5C(=O)O)o4)c(=O)n32)c1C
    20%, -6
> COc1ccc(CC(=O)NC2CCCc3ccccc32)cc1 (centres undefined)
    u, x
> COc1ccc(-n2nc3c(N)n[nH]c3cc2=O)cc1
    u, x
> CCOC(=O)N1CCN(C(=O)CCN2C(=O)COc3ccccc32)CC1
    4%, -5
> COc1ccc(/C=C(/NC(=O)c2ccccc2)C(=O)NCc2ccco2)cc1
    u, x
> Cc1ccc(C(=O)NC(=S)NCC2CCCO2)cc1 (centres undefined)
    -5%, x
> Cc1ccc(S(=O)(=O)N2CCN(C(=O)/C=C/c3ccco3)CC2)cc1
    15%, -4
> CCOC(=O)C(Sc1nn(C)c(=S)s1)C(C)=O (centres undefined)
    i, x
> COc1cc(N/C=C(\C(C)=O)c2ccccc2)cc(OC)c1
    19%, 24
> O=C(NCC1CCCO1)C1CCN(S(=O)(=O)c2cccc3cccnc23)CC1 (centres undefined)
    -14%, x
> COC(=O)c1ccc2c(=O)n(CCCN3CCOCC3)c(=S)[nH]c2c1
    -1%, 2

# Additional entries follow.
# Sequence of screens: Lipid storage S3, Lipid storage S3 cell count max
> COc1ccc(Br)cc1CNc1ccc(O)cc1
    u, x
> O=C(O)c1nc(N2CCCC2)ncc1Cl
    u, x
> O=c1oc2c3c4c(cc2s1)CCCN4CCC3
    u, x
> O=C(CSc1nc2[nH]ncc2c(=O)[nH]1)Nc1ccc(F)cc1
    u, x
> COc1ccc(COC(=O)N/N=C/c2cccs2)cc1
    u, x
> O=C1NC(c2ccc(Br)cc2)Nc2sc3c(c21)CCC3 (centres undefined)
    u, x
> Cc1ccc(-n2c(CCc3ccccc3)n[nH]c2=S)cc1C
    -24%, 11
> COc1ccc(Cl)cc1NC(=O)CSc1nnc(C2CC2)n1C
    8%, 1
> Cc1cc(C)n(C(=O)CSc2nnc(SCC(=O)n3nc(C)cc3C)s2)n1
    -5%, 8
> COC(=O)c1ccc(/C=N/Nc2nc(N3CCCCC3)nc(N3CCCCC3)n2)cc1
    -2%, 13
> COc1ccccc1OCc1ccc(C(=O)Nc2ccc(Cl)cn2)o1
    6%, -14
> CCOc1cccc(C(=O)N2CCCCC2c2cccnc2)c1 (centres undefined)
    u, x
> COc1ccc(C(C)C)cc1S(=O)(=O)N1CCN(C)CC1
    u, x
> CCOC(=O)N1CCN(C(=O)C(=O)Nc2sc3c(c2C(N)=O)CC(C)(C)OC3)CC1
    u, x
> COc1ccc(-c2cc(C(=O)N3CCc4ccccc4C3)no2)cc1OC
    u, x
> CCc1ccc(C2N(c3ccc(OC)cc3)C(=O)C3CCCN32)cc1 (centres undefined)
    u, x
> N#Cc1c(NC(=O)CN2CCOCC2)oc(-c2ccccc2)c1-c1ccccc1
    u, x
> O=C(CCCSc1nc2ccccc2[nH]1)Nc1nnc(-c2ccccc2)o1
    u, x
> CCOc1ccc(NC(=O)COc2ccc(OC)cc2)cc1
    0%, 5
> O=C(Cn1cc2c(n1)CCCC2)N1CCCc2ccccc21
    i, x
> CCC(C)(C(=O)NC1CCCC1)N(Cc1ccco1)C(=O)c1ccc2c(c1)OCO2 (centres undefined)
    -18%, -4
> COc1ccccc1CNC(=O)C(C)NS(=O)(=O)c1ccc(Br)cc1 (centres undefined)
    3%, -5
> Cc1cc2c(=O)oc(-c3ccccc3Br)nc2s1
    -5%, 7
> Clc1ccccc1C(c1nnnn1Cc1ccco1)N1CCN(Cc2ccco2)CC1 (centres undefined)
    18%, -17
> CC1CCCN(C(=O)c2cc3ccccc3cc2O)C1 (centres undefined)
    u, x
> CCOC(=O)C1CCN(C(=O)CN(c2ccc3c(c2)OCCO3)S(C)(=O)=O)CC1
    u, x
> CCn1c(SCC(=O)c2ccc(O)c(O)c2)nnc1-c1ccc(C)cc1
    7%, -18
> O=C1CC(c2nc3ccccc3[nH]2)CN1Cc1ccccc1 (centres undefined)
    i, x
> Cc1ccc2c(c1C)NC(C)CC2C (centres undefined)
    i, x
> Cc1oc2cc(O)ccc2c(=O)c1-c1cnn(-c2ccccc2)c1
    u, x
> COc1cc2c(cc1Cl)C(=O)C(F)(c1ccccc1)C(=O)N2 (centres undefined)
    -15%, -15
> Cc1ccc(S(=O)(=O)NC(=NC(C)C(=O)O)c2ccccc2)cc1 (centres undefined)
    u, x
> CC1(C)Cc2[nH]c(=S)c(C#N)cc2CO1
    u, x
> CCOc1ccc(CC(=O)Nc2c(C(=O)Nc3ccccc3)oc3ccccc23)cc1OCC
    u, x
> CC(=O)Nc1ccc2nc(NC(=O)c3cccs3)sc2c1
    -4%, -15
> CN(C)S(=O)(=O)c1ccc(C(=O)N2CCN(S(=O)(=O)c3cccs3)CC2)cc1
    u, x
> O=c1c(-c2ccc(F)cc2)coc2cc(O)ccc12
    22%, -3
> Cc1c(Cl)cn2c(=O)cc(CN3CCN(c4ccccc4)CC3)nc2c1Cl
    14%, 19
> CN(CC(=O)N(CCO)Cc1ccccc1)S(=O)(=O)c1ccc2c(c1)c(=O)n(C)c(=O)n2C
    u, x
> CCSc1nnc(NC(=O)CC(C)C)s1
    u, x
> COc1cccc(Nc2ccc(C(=O)O)cc2N)c1
    u, x
> COC(=O)C1C(=O)NCC1c1ccc(C)cc1 (centres undefined)
    i, x
> CN(CCOc1ccccc1)C(=O)C1CCC(=O)N(CCCN2CCCC2=O)C1 (centres undefined)
    i, 2
> COc1ccc(NC(=O)c2cnc(SC)nc2)cc1
    -9%, -9
> NC(=O)CC(NC(=O)Cc1ccc(Br)cc1)c1ccc(N2CCC(Cc3ccccc3)CC2)c([N+](=O)[O-])c1 (centres undefined)
    u, x
> Cc1ncsc1CCC(=O)N1CCCC(C(=O)c2cccc(Cl)c2)C1 (centres undefined)
    -17%, -14
> O=C(NC1CCCCC1)c1cc2cc(Br)ccc2o1
    u, x
> CN(C)CCNC(=O)c1cc2ccccc2oc1=O
    u, x
> CCOC(=O)c1c(C)oc2c1c(CN1CCN(CCO)CC1)c(O)c1ccccc12
    u, x
> COc1ccc(CC(C)Nc2ccccc2F)cc1 (centres undefined)
    u, x
> COc1ccc(/C=C/C(=O)NC(=S)Nc2ccc(Br)cn2)cc1
    10%, -8
> CCCN1C(=O)/C(=C/c2ccc(C)o2)NC1=S
    u, x
> Cc1ccc(CNC(=O)CSc2ncccn2)cc1
    27%, -6
> COc1ccc(S(=O)(=O)N2CC3CCCN3c3ccc(C(F)(F)F)cc32)cc1 (centres undefined)
    -16%, 11
> Cc1nn(CCCNC(=O)C2CCCO2)cc1Br (centres undefined)
    -2%, 14
> O=C(NCCSCc1ccc(Cl)cc1Cl)c1ccc(CN2CCOCC2)cc1
    1%, -21

# Nothing new here: an excerpt of the list.
# Sequence of screens: Lipid storage S3, Lipid storage S3 cell count max
> COc1cc2c(cc1Cl)C(=O)C(F)(c1ccccc1)C(=O)N2 (centres undefined)
    -15%, -15
> Cc1ccc(S(=O)(=O)NC(=NC(C)C(=O)O)c2ccccc2)cc1 (centres undefined)
    u, x

# Compound activity (PubChem)
